# High-throughput results: PubChem BioAssay, several laboratories
# E-sel TNF inh – blocks E-selectin expression induced by TNF alpha. HUVEC TNFa-induced E-selectin immunofluorescence, high content. inhibition, % at 2 µM. 0.71% of 120,000 active;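 active means inhibition above the batch mean plus 3 SD, and confirmed as a hit on visual image review, cut at about 43% in these data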;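 further: 0% = TNF-stimulated DMSO wells and 100% = unstimulated control wells; not every result past the cut was called active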
# Phagocytosis inh – blocks phagocytosis by macrophages. J774A.1 macrophage IgG-bead phagocytosis, imaging. inhibition, % at 5 µM. 0.07% of 110,000 active;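 active means inhibition above the mean of the plate negative controls plus 5 SD, cut at about 13% in these data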;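 further: phagocytic index as fraction of beads internalized from green versus red external bead signal; plate controls were DMSO negative control for no effect and cytochalasin-D positive control for full effect; some results beyond the cut were filed as inactive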
# Yeast growth inh – reduces growth of yeast BB579 in restrictive medium; S. cerevisiae BB579 growth, OD615, 48 h; inhibition, % at 10 µM; 0.51% of 140,000 active; AID 804;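 active means inhibition above a set limit, 3 SD over the mean compound inhibition, cut at about 44% in these data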; further: inactives centre near -24
#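 Assay system – yeast BB579 (DeaD) · Dosing – single compound dose of 10 µM, 0.25% DMSO final · Detection – OD615 turbidity measurement · Buffer or medium – CSMM-D restrictive synthetic medium containing dextrose (glucose) · Benchmarks – positive control amphotericin B 10 µg/mL · Incubation – 48 h exposure, 30 °C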
# Measles CPE – protection of cells from measles virus. protection (pct of control), % at 4 µM. AID 841. Measles virus-infected cells, CPE protection, absorbance. 1.5% of 140,000 active; in the data active means protection mostly above about 24%, no sharp cut-off; inactive means mostly below about 26%; further: some compounds called inactive have numbers as strong as hits
# NPY-Y2 antag – antagonists of human neuropeptide Y receptor Y2; NPY-Y2 expressing cells, antagonist mode; inhibition, % at 2.7 µM; 0.99% of 140,000 active; in the data active means inhibition above about 17%;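 further: 0% = vehicle with agonist challenge and 100% = reference antagonist with challenge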
# Target sequence (P49146 whole entry, looked up): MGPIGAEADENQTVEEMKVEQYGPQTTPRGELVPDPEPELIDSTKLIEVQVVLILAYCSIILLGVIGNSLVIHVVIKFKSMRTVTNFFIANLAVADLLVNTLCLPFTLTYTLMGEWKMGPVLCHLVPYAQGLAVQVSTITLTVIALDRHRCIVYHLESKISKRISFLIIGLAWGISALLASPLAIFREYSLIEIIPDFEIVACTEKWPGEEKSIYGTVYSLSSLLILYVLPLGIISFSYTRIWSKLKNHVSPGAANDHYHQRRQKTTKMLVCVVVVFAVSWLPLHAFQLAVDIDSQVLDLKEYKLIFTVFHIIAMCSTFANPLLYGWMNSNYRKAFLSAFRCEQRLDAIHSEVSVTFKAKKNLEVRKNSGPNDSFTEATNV
# GALR2 blocker – GALR2 (human) receptor antagonism. 0.39% of 140,000 active. inhibition, % at 4 µM. GALR2-expressing cells, antagonist mode. AID 828. O43603; in the data active means inhibition above about 27%;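 further: cells stimulated with galanin 1-16 at roughly its EC80; 0% = agonist challenge control and 100% = basal control without agonist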
# Target sequence (O43603 whole entry, looked up): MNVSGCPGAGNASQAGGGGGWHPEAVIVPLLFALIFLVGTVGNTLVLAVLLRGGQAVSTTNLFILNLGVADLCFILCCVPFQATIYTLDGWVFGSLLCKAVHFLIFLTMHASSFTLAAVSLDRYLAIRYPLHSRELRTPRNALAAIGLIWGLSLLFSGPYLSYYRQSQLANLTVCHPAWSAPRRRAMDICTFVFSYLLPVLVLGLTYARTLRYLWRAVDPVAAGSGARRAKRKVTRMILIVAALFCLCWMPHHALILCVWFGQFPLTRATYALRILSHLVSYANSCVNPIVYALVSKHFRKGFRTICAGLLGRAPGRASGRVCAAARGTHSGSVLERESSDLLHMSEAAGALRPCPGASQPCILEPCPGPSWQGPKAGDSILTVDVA
# PTEN del growth – growth suppressors of cells with PTEN tumor suppressor deletion | HCT116 PTEN-null viability, CellTiter-Glo, 60 h; hits give low values | viability, % at 10 µM | 1.2% of 140,000 active | AID 827;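 active means viability at or below a set limit, 4 SD under the median of all tested compounds, cut at about 3.7% in these data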;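 further: PTEN knockout HCT116 line with beta catenin targeted HCT116 as companion control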
# MRP-1 activ – activators of MRP-1; viability increase, % at 10 µM; AID 799; H69AR cells + doxorubicin, viability rescue, CellTiter-Glo; 0.61% of 140,000 active;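 active means viability gain under doxorubicin at or above a set limit, the compound median plus 3 SD, cut at about 4.7% in these data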;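 further: MRP-1 overexpressing cells given doxorubicin 25 µM after compound pretreatment; 18-22 h compound pretreatment then 72 h with doxorubicin before readout; 0% = doxorubicin-only wells and 100% = vehicle-treated cells without doxorubicin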
# HCT116 bCat-KO – beta-catenin-lacking colon tumor cell growth suppression; viability, % at 10 µM; HCT116 beta-catenin knockout viability, CellTiter-Glo, 60 h; hits give low values; 1.5% of 140,000 active;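 active means viability at or under a set limit, the compound median less 4 SD, cut at about 6% in these data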;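 further: 0% = Hyamine 1622 control at 20 µM and 100% = untreated cell control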
# Yeast lifespan up – yeast lifespan extension. S. cerevisiae growth with nicotinamide, OD615; deaD strain in restrictive glucose medium. inhibition of the nicotinamide effect, % at 10 µM. 0.68% of 130,000 active;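 active means inhibition above a set limit, placed 3 SD over the median of all compounds, cut at about 26% in these data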;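 further: 0% = nicotinamide-treated wells and 100% = cells grown without nicotinamide; some compounds called inactive have numbers as strong as hits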
#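 Assay system: engineered S. cerevisiae DeaD replicative-lifespan strain, galactose-grown log-phase cells; medium: restrictive CSMM-D dextrose medium; also added: nicotinamide, 1.5 mM, co-present with compound; schedule: 48 h compound exposure at 30 °C, humidified; detection: absorbance at 615 nm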
# * marks the source's active call; other numbers are inactive results; . = no result given.
Compound,E-sel TNF inh,Phagocytosis inh,Yeast growth inh,Measles CPE,NPY-Y2 antag,GALR2 blocker,PTEN del growth,MRP-1 activ,HCT116 bCat-KO,Yeast lifespan up
O=c1cc(N2CCN(c3cccc(Cl)c3)CC2)[nH]c(=O)n1C1CCCCC1,.,.,-44,3,1,-8,12,-5.4,21,-3
Cc1cc2nc(-c3ccco3)cc(C(F)(F)F)n2n1,.,0,-60,27,4,-2,103,-0.1,101,-8
CCOCc1nnc(NC(=O)c2cccs2)s1,0,-1,-6,22,1,7,91,-2.9,89,-18
Cc1ccc2cc(COC(=O)c3ccco3)c(=O)[nH]c2c1,-15,.,-11,31,1,2,101,-1.4,88,-1
CC(C)NC(=O)COC(=O)/C=C/c1ccco1,.,7,-19,10,4,6,101,-0.8,96,6
CCSc1nc2c(c(=O)[nH]c(=O)n2C)n1Cc1ccc(Cl)cc1,3,-1,-39,10,3,11,94,-0.8,104,-4
CC1CCCC(n2c(=S)[nH]c3ccccc3c2=O)C1C (centres undefined),.,.,-33,32*,-2,-1,78,-4.9,84,16
CNc1nc(SCc2ccccc2)nc(N2CCOCC2)n1,0,-1,-6,5,2,3,88,-0.9,98,-12
O=P(c1cccs1)(c1cccs1)c1cccs1,.,-1,-44,26,2,7,91,0.0,99,-6
COc1ccc(S(=O)(=O)C(C#N)c2nc3ccccc3nc2N2CCCCC2)cc1 (centres undefined),.,0,-7,27,3,19,75,-0.5,85,4
COc1ccc(/C=N/NC(=O)c2cccc(NC(=O)c3ccc(Cl)cc3)c2)c(OC)c1,-30,0,-55,1,12,19,78,0.5,97,-1
C/C(Cl)=C/Cn1c(SC(C)C)nc2c1c(=O)[nH]c(=O)n2C,-4,-2,-28,8,1,5,95,-4.6,95,6
COc1ccc(C2C(C(C)=O)=C(Nc3ccccc3)CC(C)(O)C2C(C)=O)cc1OC (centres undefined),5,.,0,22,7,3,88,-1.0,93,.
CNC(=O)COC(=O)c1[nH]c(C)c(C(C)=O)c1C,9,0,-11,12,2,-7,101,0.0,93,-7
COC(=O)c1ccc(-c2ccco2)n1Cc1cccc(C)c1,8,.,-60,5,7,-3,100,-1.0,96,-16
O=C(CC(c1ccccc1)c1ccccc1O)NCc1ccco1 (centres undefined),-55,-4,-16,28,1,3,93,-1.7,93,-3
Cc1ccc(S(=O)(=O)NCC(=O)N(CC(=O)NCC2CCCO2)C2CCCC2)cc1 (centres undefined),10,0,-7,8,0,4,104,-1.7,94,-17
O=C(CN1C(=O)CCS(=O)(=O)c2ccccc21)NCc1ccccc1,15,.,-15,9,0,4,111,-3.6,94,-4
CCOc1ccc(C(=O)Nc2nnc(C)s2)cc1OCC,3,-1,-35,8,1,11,103,0.1,93,-14
CCOC(=O)CN1C(=O)C(O)(CC(=O)c2ccco2)c2ccccc21 (centres undefined),-6,0,-25,8,1,-12,72,-1.3,79,-14
Cc1cc(Cl)ccc1NC(=S)Nc1ccccn1,.,-11,4,.,4,13,89,-1.0,78,-4
CC1(C)Cc2nc(N3CCOCC3)c(C#N)cc2CO1,8,4,-26,18*,7,-8,88,-2.8,81,-12
CCOC(=O)N1CCN(c2c(NCCc3ccc(OCC)c(OCC)c3)c(=O)c2=O)CC1,-2,0,-33,4,3,-9,89,-3.4,90,-20
COc1cccc2cc(C(=O)Oc3ccc(NC(C)=O)cc3)c(=O)oc12,8,-1,-4,14,2,-4,93,-0.7,90,4
O=S(=O)(CCc1nc2ccccc2s1)c1ccc2ccccc2c1,11,1,-32,8,11,2,94,-1.2,89,-7
COc1ccc(C(=O)NCc2nnc(SCC(=O)Nc3nc4ccccc4s3)o2)cc1,17,-7,-27,3,4,6,100,-1.0,97,4
CCOC(=O)c1c(C)[nH]c(C(=O)COC(=O)CCS(=O)(=O)c2ccc(C)cc2)c1C,-73,4,-19,6,6,1,91,-1.8,98,2
COc1ccc(OCC(=O)Nn2c(-c3ccc(OC)cc3)nc3ccccc3c2=O)cc1,.,7,-16,8,6,-21,90,-2.6,92,17
Cc1cccc(NC(=O)CSc2nc3ccc(NC(=O)CSc4nnnn4-c4ccccc4)cc3s2)c1C,-35,-1,-72,2,0,1,4,-2.1,2.3*,-11
COc1ccccc1Nc1nc2ccccc2[nH]1,-1,-3,2,16,6,23,67,-5.9,74,-3
Cc1cc(C)c(C#N)c(SC2CCCCC2=O)n1 (centres undefined),5,-1,-22,7,1,-5,99,-0.4,95,-22
O=C(Cn1c(=O)c2sccc2n(Cc2cccc([N+](=O)[O-])c2)c1=O)NCCc1ccccc1,.,-5,0,7,4,2,89,0.6,94,-2
O=C(NC1CC1)C1CCCN1S(=O)(=O)c1ccc2ccccc2c1 (centres undefined),-5,5,-35,9,1,0,106,-1.6,99,-8
COc1ccc2c(c1)c(=O)oc1cc(OCC(=O)N3CCC(C)CC3)ccc12,-11,5,-26,40,5,-7,91,-3.3,96,-3
COCCn1c(SCC(=O)c2ccccc2)nc2c(c1=O)SC(C)C2 (centres undefined),1,0,-27,9,-2,-2,87,-2.8,91,.
C=CCN1C(=O)NC(c2ccc(OC)cc2)(C(F)(F)F)S/C1=C(\C#N)c1nnc(N2CCOCC2)n1-c1ccccc1 (centres undefined),.,2,-36,5,1,3,88,-3.9,86,-2
Cc1cc(=O)oc2ccc(OCC(=O)O)cc12,9,.,-22,16,-1,17,89,-2.5,95,-6
Cn1cccc1C(=O)OCC(=O)Nc1ccc2c(c1)CCC2,6,-1,-42,4,0,-2,113,3.2,98,-19
Cc1nnc(SCC(=O)Nc2ncc3c(n2)CC(C)(C)CC3=O)s1,4,-1,-72,5,4,-14,113,-1.0,96,-2
O=C(NCCCN1CCOCC1)NC12CC3CC(CC(C3)C1)C2,-48,-1,-1,21,2,10,86,0.5,80,6
N#C/C=C1\n2c(nc3ccccc32)OC12CCCCC2,7,-2,-18,18,1,-20,85,-1.0,87,-22
COc1ccc(C(=O)O/N=C(\C)c2ccccc2)cc1,-71,-1,9,3,-2,7,95,-0.9,97,-12
O=S(=O)(c1ccccc1)c1ccc(NCc2ccco2)cc1,2,1,-7,2,1,-4,74,-0.8,67,-15
Cc1nn(Cc2ccc(F)cc2)c2sc(C(=O)Nc3ccc(N4CCOCC4)cc3N3CCOCC3)cc12,.,-1,-27,18,0,-6,60,0.6,78,-4
O=S(=O)(NCC1CCCO1)c1ccc(S(=O)(=O)N(Cc2ccc(F)cc2)Cc2ccco2)cc1 (centres undefined),-4,-8,-36,5,0,-13,86,-2.0,87,-2
COc1ccc(N2CCN(/C(=N\S(=O)(=O)c3ccccc3)Nc3nc(C)cc(C)n3)CC2)cc1,-17,-4,-42,5,3,-8,104,-2.6,94,-2
CC1(C)Cc2nc3nc(SCC(=O)NCCc4ccccc4)n(-c4ccccc4)c(=O)c3cc2CO1,4,.,-21,29,0,-4,92,-1.4,90,-6
COc1cccc2cc(C(=O)N3CCN(C/C=C/c4ccccc4)CC3)c(=O)oc12,-11,2,-16,5,0,-10,93,-3.1,89,-3
O=[N+]([O-])c1cc(-c2nc3nc4ccccc4nc3n2CCc2ccccc2)cc([N+](=O)[O-])c1,.,.,-26,4,1,15,76,-2.0,65,11
CCN1C(=O)C(CC(=O)Nc2ccc(OC)cc2)N(Cc2cccnc2)C1=S (centres undefined),-1,.,3,2,0,3,90,-3.1,98,-4
O=C1C2C3C=CC(C3)C2C(=O)N1CC1CCCO1 (centres undefined),7,0,-33,21,-1,2,107,-1.1,128,-4
CCC(=O)N1CCc2cc(S(=O)(=O)CCC(=O)NCc3cccs3)ccc21,.,.,-40,6,0,-13,92,-2.8,95,-14
C=CCn1c(-c2sccc2C)n[nH]c1=S,.,-3,-23,2,0,3,89,-1.6,95,0
Nc1nc(NCc2ccccc2)nc(Nc2cccc(F)c2)c1[N+](=O)[O-],-29,.,-33,10,0,-17,92,-1.5,95,-8
CCOC(=O)N1CCN(C(=O)c2ccc3c(=O)n(Cc4ccc(Cl)cc4)c(=S)[nH]c3c2)CC1,.,-2,-4,19,2,-5,64,-4.7,68,-4
Cc1ccc(C)c(OCC(O)CN2C(C)CCCC2C)c1 (centres undefined),-3,.,-57,5,9,0,78,-0.7,79,-6
CS(=O)(=O)N(CC(=O)NCc1ccco1)c1ccccc1Cl,2,-2,-19,18,0,6,103,-0.4,97,-9
Cc1cc(C)c(S(=O)(=O)c2ccccc2C)c(Cl)n1,-29,.,-42,3,1,-1,90,-3.4,98,15
CCOC(=O)c1c(C)[nH]c(C)c1C(=O)CN1C(=O)NC(CC(C)C)C1=O (centres undefined),-28,-1,-25,17,2,-8,93,-0.3,86,-5
CCC(=O)Nc1ccccc1Oc1ccccc1,-20,4,-20,7,0,5,103,-0.1,97,-6

# (list continues)
Compound,E-sel TNF inh,Phagocytosis inh,Yeast growth inh,Measles CPE,NPY-Y2 antag,GALR2 blocker,PTEN del growth,MRP-1 activ,HCT116 bCat-KO,Yeast lifespan up
Cc1oc2ccc(OCc3ccc(F)cc3)cc2c1C(=O)O,-21,0,1,2,9,-8,110,1.0,107,1
Cc1ccccc1NC(=O)CCN1CCN(Cc2ccccc2)CC1,-25,.,-36,5,1,4,89,-3.3,90,-2
CCc1ccc(NC(=O)C(CC)Sc2nc3cc4c(cc3c(=O)n2Cc2ccco2)OCO4)cc1 (centres undefined),1,0,-42,2,4,9,15,-2.9,1.8*,-6
Cc1ccc(NC(=S)NCC2CCCO2)c(OC(F)F)c1 (centres undefined),-4,1,3,13,6,-1,107,-1.8,104,-2
Oc1cccc(C=NCc2ccccc2)c1O,27,-3,98*,12,2,3,75,-1.9,59,-19
COc1ccc(NC2=NCC(=O)N2c2ccccc2F)cc1,-9,.,-21,5,0,7,102,-1.4,111,7
CC(C)OC(=O)/C(=C\c1ccc2c(c1)c1ccccc1n2C)NC(=O)c1ccccc1,-7,.,-57,8,6,-9,68,0.3,76,-9
COc1cccc(/C=C2\SC(=O)N(CCC(=O)NNC(=O)c3ccccc3Cl)C2=O)c1,.,.,-33,22,4,13,81,-0.5,94,0
CCOC(=O)Cc1nnc(NC(=O)COc2ccc(C)cc2)s1,-19,-1,-108,6,4,-1,99,-0.3,107,-7
CCn1c(SCC(=O)Nc2nccs2)nnc1-c1ccc(S(=O)(=O)N2CCCCCC2)cc1,-6,0,-39,43,3,6,75,-2.4,77,-12
CSc1ccccc1NC(=O)c1cccnc1,-12,0,-27,8,3,8,103,-1.0,94,-9
O=C(NCC1CCCO1)c1ccc(S(=O)(=O)N2CCCCC2)cc1 (centres undefined),-26,-2,6,3,0,14,94,-0.6,91,-12
